# Compound activity deposited in PubChem BioAssay by several laboratories.
# HSF1 inhib = HSF1 inhibition. NIH3T3-HGL HSE-luciferase, MG132-induced, luminescence 8 h; stronger effect = lower value. activity change, negative = inhibition, % at 7.5 µM (by protocol). 300,000 tested, 0.77% active. AID 2098;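 active = more than half of replicate wells show activity change below -50%, luminescence cut by over half; inconclusive = some wells, but at most half, below -50%; inactive = no replicate well below -50%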;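 note: luciferase reports HSF-1 transcriptional activity via heat shock element; 0% = median of DMSO wells and -100% = zero luminescence signal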
# GSK3 alpha inh = blocks human GSK-3 alpha kinase | ADP-Glo luminescence, 60 min | AID 2650 | 320,000 tested, 0.1% active | inhibition, % at 10 µM | P49840;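 in the data active = inhibition above about 50%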;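 note: GST-tagged GSK-3 alpha with peptide substrate and 25 µM ATP; 0% = DMSO neutral wells and 100% = GW8510 positive control wells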
# AI-2 QS modul = Vibrio harveyi AI-2 quorum sensing modulation | activity change, % at 7.5 µM | Vibrio harveyi JMH597 AI-2 luminescence/OD600 ratio, 9 h; stronger effect = lower value; strain lacks LuxN and CqsS sensors; 0 = neutral-control median | 300,000 tested, 0.4% active; in the data active = activity change below about -75%, passing the limit was not always enough; inconclusive = no clear call, values can overlap the other calls;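 note: luminescence divided by OD600 gain over 9 h not by final OD600 alone; inactives centre near 13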
# DYRK1A inh = Dyrk1A (rat) kinase inhibition; AID 504441; 310,000 tested, 0.43% active; ADP-Glo luminescence, NFATc1 peptide; inhibition, % at 12.5 µM; Q63470; in the data active = inhibition above about 50%;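 note: plate controls were vehicle with enzyme for no effect and no enzyme for full effect; many of its hits are not listed in these tables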
# GSK3beta inhib = inhibitors of human GSK3beta kinase; activity score (negative = inhibition), % at 10 µM; P49841; AID 2097; 300,000 tested, 0.038% active; GST-GSK3beta kinase, ADP-Glo luminescence, 60 min; stronger effect = lower value;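 active = more than half of replicate wells score below -50%, meaning over 50% inhibition versus plate controls; inconclusive = some replicates but at most half score below -50%; inactive = no replicate scores below -50%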;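 note: 0% = median DMSO wells and -100% = median GW8510 positive control wells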
# Target sequence (P49841 whole entry, looked up): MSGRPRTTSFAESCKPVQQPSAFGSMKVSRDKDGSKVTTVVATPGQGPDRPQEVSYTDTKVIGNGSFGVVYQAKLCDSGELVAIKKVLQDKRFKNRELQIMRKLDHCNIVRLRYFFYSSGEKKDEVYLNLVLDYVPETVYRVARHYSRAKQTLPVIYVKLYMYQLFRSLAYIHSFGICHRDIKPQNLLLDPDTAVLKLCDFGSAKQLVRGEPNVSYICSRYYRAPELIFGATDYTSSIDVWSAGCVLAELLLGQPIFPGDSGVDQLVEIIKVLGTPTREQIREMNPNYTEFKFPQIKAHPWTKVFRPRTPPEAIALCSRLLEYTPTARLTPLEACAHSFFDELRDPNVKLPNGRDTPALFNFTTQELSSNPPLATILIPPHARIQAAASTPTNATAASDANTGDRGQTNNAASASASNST
#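 Assay system: GST-tagged human GSK3beta kinase, cell-free; Input: 1.6 ng GSK3beta; Medium: Tris/MgCl2 kinase buffer; Timing: 60 min enzyme reaction, room temperature; Signal: ADP-Glo luminescence quantifying ADP generated by kinase; Evaluation: score relative to plate controls; Benchmarks: DMSO neutral wells and GW8510 at 20 µM as positive.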
# Platelet DG rel = modulates dense granule release in human platelets; inhibition, %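 (compounds screened at 7.5 µM in platelet-rich plasma)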; 300,000 tested, 0.22% active; human platelet-rich plasma, SFLLRN dense granule ATP release, luminescence;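 active = mean replicate score, as percent of positive control, at or above 50; inconclusive = mean below 50 but at least one replicate at or above 50; inactive = mean and every replicate below 50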
# HSP90 inh = HSP90 refolding inhibition in rabbit reticulocyte lysate; luciferase refolding luminescence, 3 h; inhibition, % at 5.6 µM; 290,000 tested, 0.91% active; AID 1789;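 active = inhibition above the screen-wide mean plus 3 SD, computed separately per campaign, cut at about 16% in these data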;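 note: 0% = DMSO wells and 100% = 60 µM geldanamycin wells; inhibitors lower the luminescence because luciferase stays unfolded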
# HSF1 activator = increases HSF-1 driven luciferase reporter signal | NIH3T3-HGL HSF-1 luciferase reporter, MG132, 8 h; 100% = twice DMSO control signal | AID 504408 | 300,000 tested, 1.7% active | activation, % at 9 µM;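 active = mean replicate activation of at least 50% with a set share of replicates each reaching 50%; inconclusive = only one of those two conditions met; inactive = mean below 50% and too few replicates reaching it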;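 note: 0% = median of the neutral control wells and 100% = twice that signal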
# HDAC3 inh = inhibitors of human histone deacetylase 3; AID 2718; inhibition, % at 8.3 µM; recombinant HDAC3, fluorogenic peptide/trypsin coupled, fluorescence; 320,000 tested, 0.15% active; O15379; in the data active = inhibition above about 26%, passing the limit was not always enough; inconclusive = no clear call, values can overlap the other calls
# Target sequence (O15379 whole entry, looked up): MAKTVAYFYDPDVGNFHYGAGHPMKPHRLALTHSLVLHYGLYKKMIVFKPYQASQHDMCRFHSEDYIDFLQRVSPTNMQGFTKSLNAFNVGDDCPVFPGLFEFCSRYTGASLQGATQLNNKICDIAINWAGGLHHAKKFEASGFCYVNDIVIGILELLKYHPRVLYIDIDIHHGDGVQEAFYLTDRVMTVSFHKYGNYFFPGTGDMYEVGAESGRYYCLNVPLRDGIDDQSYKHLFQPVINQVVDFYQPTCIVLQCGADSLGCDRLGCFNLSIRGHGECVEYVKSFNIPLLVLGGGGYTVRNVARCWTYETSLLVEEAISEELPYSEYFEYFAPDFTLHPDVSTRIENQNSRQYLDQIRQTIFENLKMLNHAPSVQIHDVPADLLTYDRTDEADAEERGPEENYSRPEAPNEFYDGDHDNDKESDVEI
# PolyA inhibitor = inhibitors of polyadenylation in S. cerevisiae; S. cerevisiae SKY197-pL101 polyadenylation reporter, beta-gal luminescence; efflux-impaired pdr1/pdr3 knockout yeast; score 100 = 6 SD above DMSO; calls only at 12 µM; 300,000 tested, 0.02% active;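 active = lowest replicate activity score at least 50, where 100 means six control SD above control mean; inconclusive = lowest score under 50 but half or more replicates reach 50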;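 note: yeast exposed to compound for 9 h at 30 °C; higher score means more reporter readthrough which indicates perturbed polyadenylation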
# * hit, by the source's call; i = inactive; ? = inconclusive; · = not tested or not shown. Only part of the results is shown; rates above refer to the full screens.
nr	HSF1 inhib	GSK3 alpha inh	AI-2 QS modul	DYRK1A inh	GSK3beta inhib	Platelet DG rel	HSP90 inh	HSF1 activator	HDAC3 inh	PolyA inhibitor	Molecule
1	4	-1	13	6	1	-13	11	13	2	i	Nc1cc(N2CCCC2)ccc1[N+](=O)[O-]
2	-15	0	26	3	-1	-89	1	-6	-9	i	Cn1cnnc1SCc1ccccc1Br
3	-2	8	?	0	6	8	-3	8	0	i	CCC(=O)NC(=S)NNC(=O)COc1ccc(Br)cc1
4	-4	1	30	-2	-8	4	3	-9	0	i	Cc1ccnc2nc(C(=O)OCCOc3ccccc3)nn12
5	6	-1	-8	11	-1	9	-1	12	-1	i	O=S(=O)(c1ccc2c(c1)OCCO2)N1CCC(c2nc3ccc(Cl)cc3[nH]2)CC1
6	-3	2	9	-5	1	3	-4	14	-7	i	CCc1cccc(CC)c1NC(=O)c1cccc(NC(=O)c2ccccc2)c1
7	-33	-1	11	1	2	-3	8	-33	2	i	CCOC(=O)CSc1nc2cc3c(cc2cc1C#N)OCCO3
8	10	1	6	0	4	-2	7	15	1	i	Cc1c(Cl)cccc1N1C(=O)CC(NNC(=O)c2cccs2)C1=O (centres undefined)
9	6	-2	5	14	0	4	-6	3	9	i	Cc1c(Cl)cccc1NC(=O)CN(C1CCCCC1)S(C)(=O)=O
10	0	1	19	1	0	4	-5	-20	-3	i	Cc1onc(-c2ccccc2)c1C(=O)Nc1nncs1
11	-9	-1	7	-5	0	12	3	-24	-3	i	O=C(CSc1nnc(-c2ccccc2)n1Cc1ccccc1)N1CCCC1
12	·	1	·	1	·	·	3	·	-6	·	CCC(=O)N1CCc2cc(S(=O)(=O)NCCC(=O)N3CC=C(c4ccccc4)CC3)ccc21
13	1	·	8	-3	-1	4	-4	5	12	i	CCN(CC)C(=O)/C=C/c1ccc(OC)c(S(=O)(=O)N2CCCCC2)c1
14	46	8	9	-7	1	4	-2	79*	1	i	COc1ccccc1Oc1cc(C#N)c(C#N)cc1-n1nnc2ccccc21
15	2	-1	5	6	1	4	-2	1	-14	i	CCOC(=O)N1CCC(NC(=O)c2cc3cc4cc(OC)ccc4nc3o2)CC1
16	-16	·	0	·	1	-1	·	-17	-2	i	CC1CN(c2nc3ccccc3nc2C(C#N)C(=O)NC2CCCCC2)CC(C)O1 (centres undefined)
17	-5	-5	21	1	2	-3	1	7	-1	i	O=C(O)c1ccc(-n2nnnc2SCc2ccccc2Br)cc1
18	-4	-2	10	4	-2	-3	0	1	-11	i	COc1ccc(-c2[nH]ncc2CN2CCC(OCc3ccccc3)CC2)c(F)c1
19	3	-2	24	4	1	-4	-3	-4	-2	i	COC(=O)COc1ccccc1C(=O)Nc1ccc(OC)cc1
20	-12	-3	-3	-1	0	-2	1	-10	-5	i	N#Cc1ccc(-c2csc(NC(=O)c3cc(-c4cccs4)nc4ccccc34)n2)cc1
21	-4	-1	0	-9	-3	1	-4	-2	8	i	CC(=O)NCC(=O)N(Cc1ccco1)C1(C(=O)NC2CCCCC2)CCCCC1
22	-8	-2	4	0	2	7	2	-8	0	i	CCN(Cc1ccncc1)C(=S)NCc1ccccc1
23	-4	-2	18	9	1	1	-2	6	-9	i	C=CCOc1c2ccc(C(=O)NCc3ccc(OC)cc3)cc2nn1C
24	-3	-1	5	1	-4	1	1	-16	-6	i	CCOC(=O)CN1CC23C=CC(O2)C(C(=O)N2CCN(c4ccc(F)cc4)CC2)C3C1=O (centres undefined)
25	-1	10	40	-1	-2	0	0	2	0	i	O=C(O)c1cc2nc(-c3cccs3)cc(C(F)(F)F)n2n1
26	-4	0	3	3	-3	-3	-3	-8	4	i	CC(C)OC(=O)C1C(=O)CC(C)(O)C(C(=O)OC(C)C)C1c1cccc([N+](=O)[O-])c1 (centres undefined)
27	11	1	9	·	3	0	-3	14	-1	i	Cc1ccc2c(c1)N(Cc1cccc(F)c1)C(=O)C(C)O2 (centres undefined)
28	-6	1	10	3	0	0	4	2	-4	i	CCCc1n(CC)c2ccccc2[n+]1CC(O)COC1CCCCC1 (centres undefined)
29	-2	-2	30	4	0	-2	1	12	0	i	CCOC(=O)C1CCN(c2nc3ccccc3n2CC(=O)c2ccccc2)CC1
30	-3	-1	12	-2	4	1	-2	-2	5	i	COC(=O)CCC(=O)NS(=O)(=O)c1ccc(N=NN2CCOCC2)cc1
31	1	8	9	6	-1	-1	5	11	-1	i	O=c1[nH]c2ccc(NCc3ccc(F)cc3)cc2[nH]1
32	-7	-1	22	-5	1	-9	0	11	4	i	CCCN(CCC)Cc1c(C(=O)N/N=C/C(C)=C\c2ccccc2)nnn1-c1nonc1N
33	-5	4	5	6	4	0	0	-13	6	i	COC(=O)c1noc(C)c1-c1ccnn1C(=O)c1ccc(Cl)cc1
34	3	-2	35	-4	5	1	1	4	0	i	CSc1cccc(CN2CCN(CCc3ccccc3)C(CCO)C2)c1 (centres undefined)
35	18	-2	18	1	-1	-2	-3	26	-4	i	N#Cc1nc(-c2ccc(Cl)cc2)oc1NCCc1ccccn1
36	-3	-1	10	1	0	-5	0	11	·	i	CC1=N/C(=C\c2ccc([N+](=O)[O-])cc2)C(=O)N1c1ccc(Br)c(C)c1
37	-7	-1	34	3	-4	-9	1	2	9	i	CN(C)c1cccc2c(S(=O)(=O)NCc3ccc(S(N)(=O)=O)cc3)cccc12
38	1	-1	49	5	1	-3	0	7	-11	i	N#Cc1ccc(C23CC4CC(CC(C4)C2)C3)[nH]c1=O
39	4	0	12	0	-2	0	4	6	3	i	Cc1cccc(C(=O)Nc2cccc3c2CCCC3)c1
40	-1	1	9	5	2	0	4	2	2	i	Cc1nc2cc3ccccc3cc2n1C

# Brought forward from above: 3 entries; new compounds follow.
nr	HSF1 inhib	GSK3 alpha inh	AI-2 QS modul	DYRK1A inh	GSK3beta inhib	Platelet DG rel	HSP90 inh	HSF1 activator	HDAC3 inh	PolyA inhibitor	Molecule
38	1	-1	49	5	1	-3	0	7	-11	i	N#Cc1ccc(C23CC4CC(CC(C4)C2)C3)[nH]c1=O
39	4	0	12	0	-2	0	4	6	3	i	Cc1cccc(C(=O)Nc2cccc3c2CCCC3)c1
40	-1	1	9	5	2	0	4	2	2	i	Cc1nc2cc3ccccc3cc2n1C
41	-2	1	7	12	-2	2	5	4	-1	i	CCn1c(=S)[nH]c2ccccc21
42	-7	0	6	-5	1	11	-2	3	-7	i	COc1ccc(CNC(=O)C2CCCN2S(=O)(=O)c2ccc(F)cc2)cc1 (centres undefined)
43	9	3	20	3	2	1	-6	4	10	i	N#Cc1cc(C(=O)c2ccccc2OCC(=O)Nc2ccccc2Cl)cn(C2CCCCC2)c1=O
44	-10	-2	4	2	1	0	3	-21	2	i	Cc1ccc(NC(=O)N2CCC(NC(=O)c3cccc(F)c3)CC2)cc1
45	17	0	7	1	1	0	-3	20	3	i	O=C(/C=C/c1ccccc1[N+](=O)[O-])NCCN1C(=O)S/C(=C\c2ccc(F)cc2)C1=O
46	-67*	1	8	29	-1	-12	66*	-74	19	i	Cc1ccc2nc(NC(=O)CSCC(=O)OCC(=O)c3ccccc3)sc2c1
47	-2	·	24	0	2	6	-1	12	5	i	COC(=O)c1cc(OC)c(OC)cc1NC(=O)c1cc(OC)cc(OC)c1
48	-6	-2	14	-6	0	1	0	-4	-5	i	Cc1ccc(CNC(=O)CCC2CCCN(Cc3cc4ccccc4o3)C2)o1 (centres undefined)
49	-3	·	43	-2	5	14	7	2	·	i	O=C(CSc1nc(O)cc(=O)n1-c1ccccc1)N1CCCCC1
50	0	-3	49	2	-2	-5	-4	3	0	i	CCN1CCc2c(OCC(=O)N3CCC(C)CC3)cccc2C1=O
51	-1	-9	8	-16	1	8	0	23	-2	i	COc1ccc(C2C(C(=O)/C=C/c3ccco3)=C(O)C(=O)N2CCN2CCOCC2)cc1OC (centres undefined)
52	3	-2	4	-4	2	1	4	9	7	i	CCN(CC(=O)NC(C)C)C(=O)Cc1ccc(C)c(C)c1
53	-3	-2	22	-1	-1	-2	-1	7	-20	i	C/C(Cc1ccccc1)=N\NC(=O)CNC(=O)c1cccc(F)c1
54	-6	3	1	6	1	2	0	2	5	i	COC(=O)COc1ccc2c(c1)O/C(=C\c1ccco1)C2=O
55	0	-1	2	-5	0	2	-4	-13	-3	i	CCOC(=O)CNC(=S)N(Cc1ccccc1)Cc1cccs1
56	-6	3	14	3	0	-7	-4	-2	-6	i	O=C(NCc1ccccc1)C1CC(=O)N(C2CCCCC2)C1 (centres undefined)
57	6	-4	20	-4	2	1	-3	22	-1	i	CCOC(=O)C1CCN(C(=O)Cn2nc(C)n3nc(-c4ccc(CC)cc4)cc3c2=O)CC1
58	13	-5	16	-7	-4	3	2	8	-1	i	Cc1ccc(C)c(NC(=O)CSc2n[nH]c(-c3ccccn3)n2)c1
59	1	2	21	14	2	-1	·	-12	-2	i	CCOc1ccc(S(=O)(=O)Nc2ccc(C(=O)N3CCC3)cc2)cc1
60	0	-2	20	2	2	4	4	-1	-2	i	COC(=O)COc1ccc(S(=O)(=O)N2CCN(c3ccccc3F)CC2)cc1C
61	7	0	1	-1	1	0	1	24	-4	i	COc1ccc(N2CCN(C(=O)CNS(=O)(=O)c3ccc(C)c(C)c3)CC2)cc1
62	1	3	15	8	0	4	-3	-7	15	i	CCNC(=S)NNC(=O)c1cc(-c2ccccc2C)nc2ccccc12
63	-40	2	16	13	1	-3	-1	-49	-3	i	CCOC(=O)c1ccc(NC(=O)CCc2c(C)nc3ncnn3c2C)cc1
64	2	-1	25	-3	3	-1	3	15	-3	i	Cc1onc(-c2ccccc2Cl)c1C(=O)NNC(=O)c1nn(C)cc1Cl
65	4	1	36	5	2	8	-1	6	3	i	CCOC(=O)Cc1csc(NC(=O)c2ccc(C)o2)n1
66	4	0	?	2	4	35	-1	15	-3	i	COc1ccccc1N1CCN(Cc2cc(=O)n3ccsc3n2)CC1
67	7	1	4	-1	-1	-3	0	2	0	i	Cc1ccc(-n2cc(CNCCCN3CCCC3=O)c(-c3ccc(F)cc3)n2)cc1
68	-1	-2	6	2	3	0	0	1	6	i	Cn1nnc(NC(=O)c2cccc(OCc3ccccc3)c2)n1
69	1	-3	0	-2	2	4	-2	31	10	i	Cc1nn(-c2ccccc2)c(C)c1NC(=O)CCl
70	-4	-2	10	0	1	1	-1	6	4	i	CS(=O)(=O)NNC(=O)C1Cc2c(ccc3ccccc23)O1 (centres undefined)
71	0	-6	5	-3	3	21	1	2	7	i	Cc1ccc(C(=O)N/C(=C\c2cccs2)C(=O)NCc2ccncc2)cc1
72	-9	-2	-2	·	0	?	3	-3	9	i	Cn1nnnc1SCC(=O)NC1CCCc2ccccc21 (centres undefined)
73	-3	20	14	-3	-1	10	-1	-6	-7	i	COC(=O)COc1ccc2cccc(-n3cnnn3)c2c1
